Source: PubChem BioAssay (SRMLSC)
E coli WT inh: blocks growth of wild type E. coli BW25113; E. coli BW25113 growth inhibition, OD600; inhibition, % at 10 µM; hit rate 0.05% among 20,000; in the data active = inhibition above about 40%;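 note: bacteria exposed to compound for 20 hours at 37 °C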
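assay system = bacterial strain in a whole-cell growth screen | quantity = inoculum from a 1:1000 dilution of a 1.5 h subculture | buffer or medium = LB broth with 50 µg/mL kanamycin | compound dosing = one dose, 10 µM final | schedule = compound exposure of 20 h at 37 °C | technique = absorbance at 615 nm as a measure of bacterial growth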
* = called active by the depositor. The list is partial (hit frequency here may not be typical).

The opening 3 entries (preview)
O=C(CN1C(=O)CC(c2ccco2)Sc2ccccc21)Nc1ccc2c(c1)OCCO2 (stereo unspecified) was read as E coli WT inh -2.
For COc1ccccc1Nc1nc(N)nc(CN2CCN(c3ccccc3F)CC2)n1 the results were E coli WT inh -3.
Screening Cc1ccc(C(=O)CSc2nc3ccccc3c(=O)n2N)o1 returned E coli WT inh -11.

All compounds of this part, repeating the preview:
O=C(CN1C(=O)CC(c2ccco2)Sc2ccccc21)Nc1ccc2c(c1)OCCO2 (stereo unspecified) was read as E coli WT inh -2.
For COc1ccccc1Nc1nc(N)nc(CN2CCN(c3ccccc3F)CC2)n1 the results were E coli WT inh -3.
Screening Cc1ccc(C(=O)CSc2nc3ccccc3c(=O)n2N)o1 returned E coli WT inh -11.
COc1ccc(C)cc1S(=O)(=O)N(C)CC(=O)Nc1ccc2c(c1)OCO2 was read as E coli WT inh 4.
Screening O=C(Nc1ccccc1)c1ccc(S(=O)(=O)N(CCO)CCO)cc1 returned E coli WT inh -19.
`COCCn1c(Sc2nc(C)cs2)nc2c1c(=O)[nH]c(=O)n2C` gave E coli WT inh 3.
`CC(=O)Nc1ccc(S(=O)(=O)Nc2cc(C)c(-n3nc4ccccc4n3)cc2O)cc1` gave E coli WT inh -23.
For CCOc1ccc(N(CC(=O)Nc2ccc(C)c(C)c2)S(=O)(=O)c2c(C)noc2C)cc1 the results were E coli WT inh 3.
`O=C(CSc1nnnn1C1CCCC1)Nc1cccc(NC(=O)c2ccco2)c1` gave E coli WT inh 16.
For Cc1cc(=O)n(C)c(=O)n1CCCNc1ccccc1 the results were E coli WT inh 9.
Cc1ccc(Cn2nnc(C(=O)Nc3cccc(C)c3C)c2N)cc1 was read as E coli WT inh 15.
O=C(NCCC1=CCCCC1)C1CCCN(S(=O)(=O)c2ccccc2)C1 (stereo unspecified) was read as E coli WT inh -21.
For O=C(Cn1cnc2ccccc2c1=O)NCCC(=O)N1CCN(Cc2ccccc2)CC1 the results were E coli WT inh 11.
`O=C(CSc1nnc(CNC(=O)c2cccs2)o1)Nc1cccc(C(F)(F)F)c1` gave E coli WT inh -2.
`CCn1c(SCC(=O)C(C)(C)C)nnc1-c1cnccn1` gave E coli WT inh 6.
Screening CC(=O)COc1cc(C)cc2oc(=O)c(C)c(C)c12 returned E coli WT inh -24.
Cc1nc(NC2=NCN(CCCN3CCOCC3)CN2)nc2c(C)cccc12 was read as E coli WT inh 16.
Screening CC(NC(=O)OCc1ccccc1)C(=O)N1CC(O)CC1C(=O)O (stereo unspecified) returned E coli WT inh -1.
For O=C(CCN1C(=O)c2ccccc2C1=O)Nc1ccc2c(c1)OCCO2 the results were E coli WT inh -1.
`C=CCn1c(SCC(=O)Nc2ccccc2OC)nnc1-c1ccccn1` gave E coli WT inh -3.
O=C(CSc1ncn[nH]1)Nc1cccc2ccccc12 was read as E coli WT inh 7.
`CCn1c(-c2cc(Br)ccc2O)n[nH]c1=S` gave E coli WT inh -3.
For c1ccc(OCCCc2nc(-c3ccncc3)no2)cc1 the results were E coli WT inh -14.
Screening O=C(Cn1nnc(-c2ccccc2NC(=O)c2ccco2)n1)NC1CCCCC1 returned E coli WT inh -2.
`O=C(CSc1nnc(Cc2ccccc2)o1)NC1CC2CCC1C2` (stereo unspecified) gave E coli WT inh -12.
`COc1ccc(S(=O)(=O)NCc2ccc3c(c2)OCO3)cc1C(=O)O` gave E coli WT inh 1.
CCc1ccccc1N=C1SCC(=O)N1C was read as E coli WT inh 16.
Screening CCCN1C(=O)c2ccc(C(=O)Nc3cc(C)on3)cc2C1=O returned E coli WT inh -5.
CCN(CCNC(=O)C1CCN(S(C)(=O)=O)CC1)c1ccccc1 was read as E coli WT inh -3.
`CCCn1c(C)nc2c(c1=O)c1nc3ccccc3nc1n2CCc1ccccc1` gave E coli WT inh 2.
Screening c1ccc2c(c1)CCCC2C1=NCCN1 (stereo unspecified) returned E coli WT inh -4.
NC(=O)c1ccccc1N/C=C/C(=O)c1ccccc1 was read as E coli WT inh -4.
ON1C2CCCCC2N(O)C1c1c(F)c(F)c(F)c(F)c1F (stereo unspecified) was read as E coli WT inh -2.
`CC(C)c1ccc(S(=O)(=O)N2CCN(C(=O)c3cccc(F)c3)CC2)cc1` gave E coli WT inh 20.
CN(C(=O)CSc1nc2c(c(=O)[nH]1)CCCC2)C1CCCCC1 was read as E coli WT inh 6.
For CC(=O)N(c1cccc(Br)c1)C1C=CS(=O)(=O)C1 (stereo unspecified) the results were E coli WT inh -8.
Screening OCC#Cc1cnc2ccccc2c1 returned E coli WT inh -16.
Screening CCOC(=O)c1cc(NC(=O)SCC(=O)O)c(C)nc1C returned E coli WT inh -3.
`CCCCOc1ccc(C(=O)Nc2ccc(N3CCN(C)CC3)cc2)cc1` gave E coli WT inh -21.
CCCc1ccc(C(=O)N2CCN(c3ccccc3OCC)CC2)cc1 was read as E coli WT inh -29.
For Cc1cc(C(=O)N2CCN(C/C=C/c3ccccc3)CC2)cs1 the results were E coli WT inh 2.
Screening COc1ccccc1N1CC(C(=O)Nc2cccc(C(=O)O)c2)CC1=O (stereo unspecified) returned E coli WT inh -2.
For CCCCOc1ccc(-c2ncc(C(=O)OCC)c(N)n2)cc1 the results were E coli WT inh 8.
O=C(CCSc1nc(-c2ccco2)cc(C(F)(F)F)n1)N1CCN(c2ccccc2)CC1 was read as E coli WT inh -18.
For CN(C)S(=O)(=O)N(CC(=O)Nc1ccccc1F)c1ccccc1 the results were E coli WT inh -21.
Screening Nc1nc(SCc2ccc(Cl)cc2Cl)n[nH]1 returned E coli WT inh 3.
`CCCN(CCC)c1nc2ccccc2n2c(C)nnc12` gave E coli WT inh -9.
COCCCN1C(=O)C(=O)/C(=C(/O)c2ccc3c(c2)CC(C)O3)C1c1cccnc1 (stereo unspecified) was read as E coli WT inh -18.

7 records picked at random from the list so far:
O=C(CCSc1nc(-c2ccco2)cc(C(F)(F)F)n1)N1CCN(c2ccccc2)CC1 was read as E coli WT inh -18.
COCCCN1C(=O)C(=O)/C(=C(/O)c2ccc3c(c2)CC(C)O3)C1c1cccnc1 (stereo unspecified) was read as E coli WT inh -18.
For Cc1cc(C(=O)N2CCN(C/C=C/c3ccccc3)CC2)cs1 the results were E coli WT inh 2.
Screening OCC#Cc1cnc2ccccc2c1 returned E coli WT inh -16.
`CCCN(CCC)c1nc2ccccc2n2c(C)nnc12` gave E coli WT inh -9.
Screening Nc1nc(SCc2ccc(Cl)cc2Cl)n[nH]1 returned E coli WT inh 3.
For CCCCOc1ccc(-c2ncc(C(=O)OCC)c(N)n2)cc1 the results were E coli WT inh 8.

(continued)
Screening COc1ccccc1OCCNC(=O)c1ccccc1C returned E coli WT inh -9.
COCCNCC#CCOc1ccc(OC)cc1 was read as E coli WT inh 0.
`O=C(CN1C(=O)c2cccc3cccc1c23)NCc1cccnc1` gave E coli WT inh -15.
Screening O=C(CNS(=O)(=O)c1cccc(C(F)(F)F)c1)Nc1ccccc1F returned E coli WT inh 2.
For CCOc1ccc(C2C=C(c3ccc(C)cc3)Nc3ncnn32)cc1 (stereo unspecified) the results were E coli WT inh -20.
`COc1ccccc1C(=O)N1CCN(C(=O)c2ccncc2)CC1` gave E coli WT inh 7.
For CC(C)Cn1c(=O)c(C(=O)NCc2ccccn2)c(O)c2ccccc21 the results were E coli WT inh -4.
`CC1(C)CC(=O)C(C=Nc2ccncc2)=C(O)C1` gave E coli WT inh -6.
Screening COc1ccc(CCNC(=O)COc2ccc(S(=O)(=O)N3CCOCC3)cc2)cc1 returned E coli WT inh -3.
Screening CC1(C)NC(=O)N(CC(O)COc2ccc(-c3ccccc3)cc2)C1=O (stereo unspecified) returned E coli WT inh 4.
Screening Cc1ccc(C)c(N2CCN(CCCNC(=O)Cn3cc4c(n3)CCCCC4)CC2)c1 returned E coli WT inh 8.
For Cc1cc2c(c(=O)n1CCN(C)C)C(c1ccncc1)C(C#N)=C(N)O2 (stereo unspecified) the results were E coli WT inh 7.
O=C(CCS(=O)(=O)Cc1ccccc1)NC1CCCCC1 was read as E coli WT inh -14.
For COc1ccc(C2c3sc(=O)[nH]c3SC3C4CCC(C4)C23)cc1 (stereo unspecified) the results were E coli WT inh 10.
Cc1noc(NS(=O)(=O)c2ccc(NC(=O)CCC3CCCCC3)cc2)c1C was read as E coli WT inh -16.
`CCOC(=O)CNC(=O)Nc1ccccc1C(=O)OC` gave E coli WT inh -2.
`O=C(c1cccc(F)c1)N1CCc2ccccc21` gave E coli WT inh 4.
Screening CCCCNC(=O)OC(C)CNC(=O)Oc1cccc(C)c1 (stereo unspecified) returned E coli WT inh -4.
For Fc1ccccc1OCCCCn1cncn1 the results were E coli WT inh 3.
For CCCN(CCO)Cc1cccc(Br)c1 the results were E coli WT inh 2.
Screening Cc1c(C(=O)OCC(C)C)[nH]c2c1C(=O)CC(c1ccco1)C2 (stereo unspecified) returned E coli WT inh 7.
For Cc1nn(C(=O)c2cc3sccc3[nH]2)c(C)c1C the results were E coli WT inh -2.
`Nc1cc(-c2ccc(Br)cc2)nn1S(=O)(=O)c1ccccc1` gave E coli WT inh 6.
CCOCc1nc(C)c(Cl)c(NS(=O)(=O)c2ccc(N)cc2)n1 was read as E coli WT inh -24.
For COCCOCCn1c(CCCO)nc2ccccc21 the results were E coli WT inh -23.
For COc1ccc(N2CCN(C(c3cccs3)c3nnnn3C3CCCC3)CC2)cc1 (stereo unspecified) the results were E coli WT inh 8.
Screening O=C(CCN1CCCCCC1)Nc1ccc(F)cc1 returned E coli WT inh -21.
For COc1cc2c(cc1OC)CN(C(=O)COc1ccc(C)c(C)c1)CC2 the results were E coli WT inh 2.
For COc1cc(S(=O)(=O)N2CCOCC2)ccc1NC(=O)COC(=O)C12CC3CC(CC(C3)C1)C2 the results were E coli WT inh 5.
O=C(Nc1ccc(N2C(=O)C3C4C=CC(C4)C3C2=O)cc1)Nc1nncs1 (stereo unspecified) was read as E coli WT inh 3.
For O=C(NCCc1ccccc1)C1CCCN(S(=O)(=O)c2cccs2)C1 (stereo unspecified) the results were E coli WT inh -3.
CCc1ccccc1N1CC(C(=O)O)CC1=O (stereo unspecified) was read as E coli WT inh -16.
`COC(=O)c1cccc(NC(=O)C2COc3ccccc3O2)c1C` (stereo unspecified) gave E coli WT inh -1.
CCCCNC(=O)CN(C1CCCCC1)S(C)(=O)=O was read as E coli WT inh -3.
For Cc1cc(C)c2c(n1)nn1c(N3CCN(c4cccc(Cl)c4)CC3)cc(C)nc21 the results were E coli WT inh -4.
Screening N#CCCNCC1(c2ccccc2)CCCC1 returned E coli WT inh 15.
Cc1ccc(C2/C(=C(\O)c3c(C)nc4ccccn34)C(=O)C(=O)N2CCCN(C)C)o1 (stereo unspecified) was read as E coli WT inh -22.
CC(=O)Nc1cc2c(cc1C(=O)c1ccc(C)cc1)OCCO2 was read as E coli WT inh -22.
`O=C(O)COc1cccc2nsnc12` gave E coli WT inh -13.
For CC1(C)NC(=O)N(CCCCOc2ccc3c(c2)CCC3)C1=O the results were E coli WT inh 1.
Screening CN(Cc1ccccc1)S(=O)(=O)c1ccc(S(=O)(=O)N2CCN(CCC#N)CC2)cc1 returned E coli WT inh -5.
Cc1ccc(C)c2[nH]c(=O)c(CCNC(=O)CC(C)(C)C)cc12 was read as E coli WT inh 9.
For Cc1cc(C)n(-c2nc(C)nc3sc4c(c23)CCC(C)C4)n1 (stereo unspecified) the results were E coli WT inh -1.
`O=C(O)c1cccc(N2C(=O)CCC2=O)c1` gave E coli WT inh -19.
O=C1c2ccccc2C(=O)N1Cc1ccc2c(c1)OCO2 was read as E coli WT inh 4.
`Cc1n[nH]c(C)c1S(=O)(=O)N1CCN(c2ccccn2)CC1` gave E coli WT inh -2.
O=C(c1ccco1)N1CCN(c2ccc(Cl)cc2)CC1 was read as E coli WT inh -2.
For CCn1c(SCC(=O)Nc2nc(C)cs2)nnc1-c1ccco1 the results were E coli WT inh -2.
For O=C(c1ccccc1)c1ccncc1 the results were E coli WT inh -4.
`NC(=O)c1ccccc1N/C=C/C(=O)c1ccco1` gave E coli WT inh -11.
`OC[C@H]1O[C@@H](n2cnc3c(NC4CCCC4)ncnc32)[C@H](O)[C@@H]1O` gave E coli WT inh 9.
For Cc1cc(NCCN(C)C)n2nc(-c3cccs3)cc2n1 the results were E coli WT inh 18.
For Cc1ccc(S(=O)(=O)O)c(C)c1N1CCCC1=O the results were E coli WT inh -10.
Screening O=C1C2C(C(=O)N1Cc1ccco1)C1C=CC2C12CC2 (stereo unspecified) returned E coli WT inh -15.
C=CCNS(=O)(=O)c1ccc(OC)c(C)c1 was read as E coli WT inh -23.
Screening O=C(NCc1ccco1)C1CCN(S(=O)(=O)N2CCC3(CC2)OCCO3)CC1 returned E coli WT inh 1.
Screening Cc1cc(C(N)=O)c2cc(Br)ccc2n1 returned E coli WT inh -6.
Screening C=CCNc1nc(N)c(C(=O)Nc2cc(C)on2)s1 returned E coli WT inh -20.
For CN(C)c1ccc(/C(=N\O)c2ccccc2)cc1 the results were E coli WT inh 1.
